UHRF1 MBD2 ctr = blocks human UHRF1 binding to methylated DNA | inhibition, % at 4.4 µM | actives 0.75% (n = 370,000) | UHRF1 binding to methylated oligo, TR-FRET | AID 687016 | Q96T88; in the data active = inhibition above about 21%;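 note: UHRF1 SRA domain binding a hemimethylated CpG hairpin DNA probe; 0% = median of test compound wells and 100% = reference inhibitor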
TCR-CD3 inh = inhibitors of human TCR-CD3 interaction | AID 651800 | TAMRA-labeled TCR probe fluorescence, biochemical | actives 0.37% (n = 360,000) | inhibition, % at 9.4 µM; in the data active = inhibition above about 19%;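 note: recombinant mutant TCR 2C K166C tagged with TAMRA read by polarization; 0% = receptor in buffer alone and 100% = receptor with positive control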
PRMT1 FP inh = blocks human protein arginine methyltransferase 1 | recombinant PRMT1, activity-based probe fluorescence polarization | inhibition, % at 2.79 µM | actives 1.3% (n = 370,000) | AID 652257;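 active = inhibition above about 21% made by adding two undisclosed values, limit read from the data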
Target sequence (Q99873 whole entry, looked up): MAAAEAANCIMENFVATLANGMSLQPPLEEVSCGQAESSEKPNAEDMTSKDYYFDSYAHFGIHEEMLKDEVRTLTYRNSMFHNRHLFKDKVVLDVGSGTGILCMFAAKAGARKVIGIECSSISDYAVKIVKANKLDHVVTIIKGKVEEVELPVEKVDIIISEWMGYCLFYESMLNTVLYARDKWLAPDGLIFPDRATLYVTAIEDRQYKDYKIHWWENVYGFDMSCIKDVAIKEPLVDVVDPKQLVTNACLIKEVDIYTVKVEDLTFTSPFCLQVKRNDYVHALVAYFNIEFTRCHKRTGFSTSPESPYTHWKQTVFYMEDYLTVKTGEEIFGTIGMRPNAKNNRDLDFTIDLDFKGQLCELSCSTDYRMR
PG9 Ab binder = binds the HIV-1 gp120 antibody PG9 | actives 0.43% (n = 360,000) | TR-FRET gp120-PG9 antibody binding | inhibition, % at 6.7 µM; in the data active = inhibition above about 8.5%
TDP2 absorb = blocks human TDP2 phosphodiesterase activity. O95551. recombinant TDP2, T5PNP hydrolysis, p-nitrophenol absorbance 415 nm. inhibition, % at 12.8 µM. actives 0.34% (n = 370,000). AID 720702;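 active = inhibition above the mean of all tested compounds plus 3 SD, set per campaign, cut at about 25% in these data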;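 note: 0% = DMSO with enzyme and 100% = buffer with substrate but no TDP2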
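Test system: Human TDP2 enzyme | Reagent: 5 mM T5PNP | Compound dosing: 12.8 µM single point, 1% DMSO | Incubation: Enzyme reaction with compound for 2 h at 37 °C | Technique: p-Nitrophenol epi absorbance | Read-out: % inhibition relative to enzyme-containing and enzyme-free wells | Benchmarks: High control without enzyme, low control DMSO plus TDP2 | Replicates: Singlicate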
HTRA1 inh = HTRA1 (human) protease inhibition; recombinant HTRA1, FP-rhodamine activity-based probe, fluorescence polarization; actives 0.5% (n = 340,000); AID 504803; inhibition, % at 5.96 µM; Q92743; in the data active = inhibition above about 36%;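 note: 0% = enzyme with DMSO and 100% = wells lacking enzyme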
Target sequence (Q92743 whole entry, looked up): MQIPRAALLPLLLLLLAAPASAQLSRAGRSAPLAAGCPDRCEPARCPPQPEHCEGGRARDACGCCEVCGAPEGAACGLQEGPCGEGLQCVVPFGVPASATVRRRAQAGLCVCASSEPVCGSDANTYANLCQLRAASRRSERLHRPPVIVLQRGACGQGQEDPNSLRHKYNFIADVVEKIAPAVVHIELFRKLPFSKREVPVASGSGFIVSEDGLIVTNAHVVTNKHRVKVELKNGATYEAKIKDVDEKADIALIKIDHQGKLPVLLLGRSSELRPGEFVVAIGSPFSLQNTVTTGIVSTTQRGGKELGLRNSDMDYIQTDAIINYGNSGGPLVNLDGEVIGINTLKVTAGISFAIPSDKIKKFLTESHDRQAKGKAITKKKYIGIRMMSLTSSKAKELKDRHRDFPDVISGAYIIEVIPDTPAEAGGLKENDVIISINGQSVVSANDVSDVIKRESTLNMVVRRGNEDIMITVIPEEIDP
mABHD4 FP = inhibitors of mouse ABHD4. purified mABHD4, FP-Rh probe fluorescence polarization. inhibition, % at 8.92 µM. actives 0.54% (n = 370,000). AID 720543;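 active = inhibition exceeding the mean over every tested compound plus 3 SD, cut at about 30% in these data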;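 note: 0% = plate median of compound wells and 100% = S159A mutant with DMSO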
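system = mouse ABHD4 enzyme, wild type | medium = HEPES pH 7.0, NaCl, Pluronic buffer | also added = FP-Rh probe | incubation = Enzyme–compound pre-incubation 45 min, then probe 60 min, both 25 °C | technique = fluorescence polarization, excitation 525 nm, emission 598 nm, BODIPY TMR filters | controls = S159A mutant high control, sample median low control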
LEDGF integ inh = blocks HIV-1 LEDGF/p75-dependent DNA integration; TR-FRET IN-LEDGF/p75 DNA integration, Eu/Cy5; inhibition, % at 3.7 µM; actives 0.64% (n = 370,000);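 active = inhibition above the screen-wide mean plus 3 SD, cut at about 13% in these data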;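 note: signal is the Cy5 over europium emission ratio at 671 and 618 nm; 0% = plate median of compound wells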
DDE Tn7 FP inh = disrupts Tn7 cyclic peptide binding to fibrin D-Dimer-E complex; P02675; inhibition, % at 8.3 µM; FP displacement of FITC-Tn7 peptide from fibrin DD(E); 0% = median of compound wells per plate; actives 0.13% (n = 370,000);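 active = inhibition above the mean of compounds falling within the control limits plus 3 SD of them, cut at about 14% in these data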;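 note: 0% = plate median of compound wells and 100% = 10 µM Aha-Tn7 peptide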
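Assay system: Human fibrin DD(E) protein | Medium: Tris buffer with calcium and detergent, pH 7.8 | Reagent: 0.1 µM fluorescent Tn7 | Compound dosing: Single point at 8.3 µM | Times: 10 min preincubation, 3 h with tracer, room temperature | Detection: Fluorescence polarization of the labelled Tn7 tracer | Controls: Aha-Tn7 high control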
SIAE inh = blocks human sialic acid acetylesterase | actives 0.69% (n = 370,000) | SIAE FP-Rh probe binding, fluorescence polarization | Q9HAT2 | inhibition, % at 9.66 µM | AID 1053197;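 active = inhibition above a cutoff: mean of compounds within the control limits plus 3 SD of those, cut at about 17% in these data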;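 note: 0% = plate median of compound wells and 100% = probe without SIAE protein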
* hit, by the source's call; nt = no result given.

SMILES	UHRF1 MBD2 ctr	TCR-CD3 inh	PRMT1 FP inh	PG9 Ab binder	TDP2 absorb	HTRA1 inh	mABHD4 FP	LEDGF integ inh	DDE Tn7 FP inh	SIAE inh
COc1ccc(S(=O)(=O)N(C)c2ccc(C(=O)Nc3ccccc3C(=O)N3CCOCC3)cc2)cc1	0	9	0	0.4	-8	-1	1	-1	0	-6
c1ccc2c(c1)nc1n2CC2CON(C3CCCCC3)C12 (configuration not stated)	-1	-7	1	0.3	1	5	0	-2	4	0
CC(C)C1C(=O)N(Cc2cn(CCC3OCCCO3)nn2)CCS(=O)(=O)N1Cc1ccc(-c2ccncc2)cc1 (configuration not stated)	8	-2	3	1.2	2	9	3	-2	-3	5
Cc1cccc(C(=O)NCC(=O)NC(C)CCc2ccccc2)c1 (configuration not stated)	22*	7	1	1.7	-7	-4	-3	1	6	20*
CCOC(=O)C1(CCCc2ccccc2)CCN(C2CCN(C(C)=O)CC2)CC1	0	5	-1	-0.3	0	3	0	3	1	-3
Cc1ccc(S(=O)(=O)c2c(C)cc(C)nc2N2CCOCC2)cc1	2	-10	3	2.2	-11	1	-4	-2	2	3
CCN1C[C@@H]2[C@@H]3C(=O)N(Cc4ccccc4)C(=O)[C@@H]3[C@](CC)(C(=O)OC)N2C1=NC1CCCCC1	0	-9	-5	-2.4	4	3	0	2	-11	-1
CCOC(=O)C1CCN(C(=O)CN2C(=O)NC(C)(c3ccc4cc(OC)ccc4c3)C2=O)CC1 (configuration not stated)	1	-1	-2	0.0	-8	0	-7	1	-7	-2
CC(CCc1ccccc1)NC(=O)CN1CCN(c2ccccc2)CC1 (configuration not stated)	1	-3	-4	-0.5	3	2	-5	0	-1	4
Cc1cc(C)c(C(=O)Cn2cnc3cc([N+](=O)[O-])ccc3c2=O)cc1C	-1	0	2	1.4	-12	-9	1	-4	5	-3

8 entries from above, sorted by count of non-hydrogen atoms, low to high:
SMILES	UHRF1 MBD2 ctr	TCR-CD3 inh	PRMT1 FP inh	PG9 Ab binder	TDP2 absorb	HTRA1 inh	mABHD4 FP	LEDGF integ inh	DDE Tn7 FP inh	SIAE inh
c1ccc2c(c1)nc1n2CC2CON(C3CCCCC3)C12 (configuration not stated)	-1	-7	1	0.3	1	5	0	-2	4	0
Cc1ccc(S(=O)(=O)c2c(C)cc(C)nc2N2CCOCC2)cc1	2	-10	3	2.2	-11	1	-4	-2	2	3
CC(CCc1ccccc1)NC(=O)CN1CCN(c2ccccc2)CC1 (configuration not stated)	1	-3	-4	-0.5	3	2	-5	0	-1	4
CCOC(=O)C1(CCCc2ccccc2)CCN(C2CCN(C(C)=O)CC2)CC1	0	5	-1	-0.3	0	3	0	3	1	-3
CCOC(=O)C1CCN(C(=O)CN2C(=O)NC(C)(c3ccc4cc(OC)ccc4c3)C2=O)CC1 (configuration not stated)	1	-1	-2	0.0	-8	0	-7	1	-7	-2
CCN1C[C@@H]2[C@@H]3C(=O)N(Cc4ccccc4)C(=O)[C@@H]3[C@](CC)(C(=O)OC)N2C1=NC1CCCCC1	0	-9	-5	-2.4	4	3	0	2	-11	-1
COc1ccc(S(=O)(=O)N(C)c2ccc(C(=O)Nc3ccccc3C(=O)N3CCOCC3)cc2)cc1	0	9	0	0.4	-8	-1	1	-1	0	-6
CC(C)C1C(=O)N(Cc2cn(CCC3OCCCO3)nn2)CCS(=O)(=O)N1Cc1ccc(-c2ccncc2)cc1 (configuration not stated)	8	-2	3	1.2	2	9	3	-2	-3	5

Remaining list, next part
SMILES	UHRF1 MBD2 ctr	TCR-CD3 inh	PRMT1 FP inh	PG9 Ab binder	TDP2 absorb	HTRA1 inh	mABHD4 FP	LEDGF integ inh	DDE Tn7 FP inh	SIAE inh
COc1ccc(/C=C2/C(=O)ON=C2c2ccccc2)cc1OC	-1	9	2	-1.1	1	0	4	2	0	0
O=C(CSc1ncn[nH]1)OCN1C(=O)c2ccccc2C1=O	0	-1	-3	0.1	-1	2	1	6	-4	5
Cc1noc(C)c1S(=O)(=O)N(C)C[C@H]1OCc2cn(nn2)CCCC(=O)N([C@H](C)CO)C[C@@H]1C	0	3	-1	-1.2	-2	2	-1	6	-4	-10
CSCC[C@H](NC(=O)N1CCn2c1nc1ccccc12)C(=O)NCc1ccccc1	-1	-7	1	1.3	-6	-4	-2	-1	1	6
Cc1cccc(NC(=O)CSCC(=O)NNC(=O)c2ccoc2C)c1	5	-3	7	-1.4	-14	0	-16	-1	-3	-4
COc1ccc(Nc2cc(C(=O)NC3CCCC3)c3ccccc3n2)c(OC)c1	-2	7	-2	-4.7	-7	2	-2	3	1	3
Cc1c(NC(=O)c2cc3ccccc3c(=O)s2)c(=O)n(-c2ccccc2)n1C	-5	3	-2	2.0	-4	-6	-4	5	-6	-3
COc1ccc2cc(CN(CCCN3CCOCC3)Cc3nnnn3C3CCCCC3)c(=O)[nH]c2c1	-1	-2	8	-1.1	-3	2	4	-6	-3	-3
CC1=C(C(=O)Nc2ccccc2C(F)(F)F)C(c2ccc(C)s2)NC(=S)N1 (configuration not stated)	-1	1	2	-3.6	-14	-9	2	-2	-7	3
Cc1c2cn[nH]c(=O)c2c(C)n1-c1ccccc1	-1	1	-8	-2.6	-11	3	5	4	-6	-1

No new results follow: two of the compounds above.
SMILES	UHRF1 MBD2 ctr	TCR-CD3 inh	PRMT1 FP inh	PG9 Ab binder	TDP2 absorb	HTRA1 inh	mABHD4 FP	LEDGF integ inh	DDE Tn7 FP inh	SIAE inh
O=C(CSc1ncn[nH]1)OCN1C(=O)c2ccccc2C1=O	0	-1	-3	0.1	-1	2	1	6	-4	5
Cc1noc(C)c1S(=O)(=O)N(C)C[C@H]1OCc2cn(nn2)CCCC(=O)N([C@H](C)CO)C[C@@H]1C	0	3	-1	-1.2	-2	2	-1	6	-4	-10

Additional structures
SMILES	UHRF1 MBD2 ctr	TCR-CD3 inh	PRMT1 FP inh	PG9 Ab binder	TDP2 absorb	HTRA1 inh	mABHD4 FP	LEDGF integ inh	DDE Tn7 FP inh	SIAE inh
C=C(C)CSc1cc(C)nc2c(-c3ccccc3)c(C)nn12	-13	-1	-3	-1.6	16	5	4	-1	-5	-4
CCOC(=O)C1=C2SCC(=O)N2C(N)=C(C#N)C1	-1	-1	0	-1.3	9	6	-12	3	-1	-6
Cn1c(SCC(=O)Nc2nc3ccccc3s2)nnc1-c1ccccc1	0	6	1	8.4	3	4	-5	-1	-4	-2
COc1ccc(S(=O)(=O)NNC(=O)Cc2csc(C)n2)cc1[N+](=O)[O-]	-3	5	-2	-0.6	14	1	7	8	-5	5
O=C(Cc1c(O)c2ccccc2oc1=O)c1ccc(C(F)(F)F)cc1	-1	-6	-1	-0.4	8	0	5	-3	4	-3
O=C(NCc1ccco1)c1cc(C(=O)C2CC2)c[nH]1	-1	0	0	-0.4	14	8	-3	-1	4	8
COC(=O)C(Cc1ccccc1)NS(=O)(=O)c1ccccc1Br (configuration not stated)	-2	-4	-1	0.0	4	-8	3	1	3	0
O=C(CN1CCN(c2ccccn2)CC1)Nc1ccc(F)cc1	-1	2	1	0.1	12	5	11	4	-5	5
CCn1c(Cc2ccccc2)nnc1SCC(=O)NC1CCCC1	2	0	-1	-0.5	8	-2	2	0	3	-6
Cc1cc(NS(=O)(=O)c2ccccc2)cc(Cl)c1O	-3	5	1	-1.2	11	-6	-3	2	6	-1
COc1cccc(CC2(CO)CCN(C(=O)NCCc3ccccc3)CC2)c1	0	6	-5	1.6	-10	5	-6	5	-11	0
CC(=O)Nc1ccc(SC[C@H](Cc2ccccc2)N2CC[C@@H](C(C)(C)C)CCC2=O)cc1	2	-5	52*	0.3	-28	-46	-38	4	-6	-9
COc1cccc(-c2cccc(NC(=O)C3CCN(Cc4nccs4)CC3)c2)c1	-1	3	-11	-3.1	-2	2	3	0	-2	-1
CC(C)n1cnc2c(Nc3cccc(Cl)c3)nc(NCCCO)nc21	-2	-5	0	-0.7	11	-1	11	-3	5	3
CCOc1ccc(-c2c(C(=O)N/N=C/c3ccoc3)nnn2-c2nonc2N)cc1	-3	0	2	0.7	11	-13	-6	0	2	8
O=C(C1COc2ccccc2O1)N1CCN(c2ccccc2F)CC1 (configuration not stated)	-1	-7	-3	0.4	-3	3	5	4	0	0
N=c1oc2cc(O)ccc2cc1C(=O)Nc1ccc(Br)cc1	-3	8	2	-0.8	-11	4	5	1	-3	-2
O=C(NNC(=S)NC1CC2CCC1C2)c1ccc(Cl)cc1 (configuration not stated)	4	-7	0	0.6	-12	4	7	-1	6	0
CSc1ccccc1C(=O)N1CCc2ccc(NC(=O)c3ccccn3)cc2C1	10	4	2	-0.7	4	-12	-3	-3	7	-4
CC(C)CCNC(=O)CC1C(=O)N(Cc2ccccc2)C(C)c2nc3ccccc3n21 (configuration not stated)	-1	2	-6	-0.9	3	1	-10	-1	-4	-1
COc1cccc(-c2cnc3c(NC(C)=O)cc(-c4cccc(NC(C)=O)c4)cn23)c1	-3	6	-1	0.4	5	nt	-14	0	8	-8
CC1(C)CC(=O)C=C(NNC(=O)c2ccccc2O)C1	1	-3	14	-3.1	-1	-1	1	-5	9	1
CCN1C/C(=C/c2sccc2C)c2nc3ccccc3c(C(=O)O)c2C1	-7	5	0	-3.3	6	6	5	4	-3	8
O=C1c2ccccc2C(=O)N1CCn1c(=O)oc2ccccc21	2	1	5	-1.2	5	-2	-2	-3	3	-2
COc1cc(/C=C2\CC(C(C)(C)C)C/C(=C\c3cc(OC)c(OC)c(OC)c3)C2=O)cc(OC)c1OC (configuration not stated)	4	-8	5	-1.8	-12	-5	-11	0	-6	-1
O=C(CCN1CCCCCC1)Nc1cccc(F)c1	-2	2	1	-1.7	0	-8	0	-3	3	-1
CCOc1ncccc1C(=O)NCc1ccc(C)cc1	3	1	-2	0.7	3	2	-4	-1	6	-6
CCCCc1cc(=O)oc2c(CN(C)C)c(O)c(Cl)cc12	1	4	0	-1.1	-24	1	-4	8	1	-11
CN(C)c1ccc(C(=O)NNC(=O)C23CC4CC(CC(C4)C2)C3)cc1	2	4	-5	-0.9	0	7	6	3	-5	3
C=CCN(C(=O)[C@@H](C)[C@@H](O)c1ccc(C(C)=O)cc1)c1ccccc1	2	nt	-1	nt	-6	nt	3	-2	-2	4
O=C(CN1CCc2cc3c(cc2C1)OCCCO3)Nc1ccc(F)cc1	0	-1	3	-1.2	-6	4	2	0	-1	-9
CC(=O)c1ccc(N2CCN(C(=O)c3cc(-c4ccc5c(c4)OCO5)nc4ccccc34)CC2)cc1	3	-8	2	0.6	-4	-37	-13	3	-3	-9
COc1ccc([C@H]2C=C3CN(C(=O)OC(C)(C)C)S(=O)(=O)[C@H]3C[C@H]2OC(=O)c2cccs2)cc1	-1	8	-1	-1.4	8	nt	-6	1	9	-3

From PubChem BioAssay
